# ABHD5-PLIN5 inh: blocks binding of human ABHD5 to perilipin-5; Q00G26+Q8WTS1; Split G. princeps luciferase complementation, luminescence, 4 h; inhibition, % at 4 µM; 360,000 compounds, 0.78% hits;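 active means inhibition above the mean inhibition across every tested compound plus 3 SD, cut at about 22% in these data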;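 further: 0% = DMSO only wells and the 100% control is not disclosed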
# Target sequence (Q00G26 whole entry, looked up): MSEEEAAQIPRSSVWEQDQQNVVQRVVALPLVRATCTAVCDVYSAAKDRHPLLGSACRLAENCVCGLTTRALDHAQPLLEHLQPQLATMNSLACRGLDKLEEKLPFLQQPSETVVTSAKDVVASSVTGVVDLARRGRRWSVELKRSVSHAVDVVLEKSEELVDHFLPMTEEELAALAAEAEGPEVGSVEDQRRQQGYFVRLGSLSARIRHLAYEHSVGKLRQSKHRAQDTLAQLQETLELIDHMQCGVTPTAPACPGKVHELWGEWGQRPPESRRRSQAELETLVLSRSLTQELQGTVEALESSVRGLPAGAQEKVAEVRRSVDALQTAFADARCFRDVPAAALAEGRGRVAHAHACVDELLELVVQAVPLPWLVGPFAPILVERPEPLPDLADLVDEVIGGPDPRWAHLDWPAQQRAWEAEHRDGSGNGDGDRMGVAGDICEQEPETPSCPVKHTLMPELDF
# Target sequence (Q8WTS1 whole entry, looked up): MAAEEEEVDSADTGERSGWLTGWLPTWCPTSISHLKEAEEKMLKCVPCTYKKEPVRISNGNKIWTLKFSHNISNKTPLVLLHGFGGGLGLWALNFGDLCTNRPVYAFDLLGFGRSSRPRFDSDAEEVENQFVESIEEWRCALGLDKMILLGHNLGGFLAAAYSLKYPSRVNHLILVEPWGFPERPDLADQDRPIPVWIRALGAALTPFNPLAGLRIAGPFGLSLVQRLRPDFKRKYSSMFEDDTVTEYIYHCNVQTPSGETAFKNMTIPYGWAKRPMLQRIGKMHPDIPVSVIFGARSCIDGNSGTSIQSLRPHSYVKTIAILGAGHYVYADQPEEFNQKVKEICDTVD
# MC4R barr agon: agonists of human melanocortin 4 receptor (MC4R) beta-arrestin; U2OS MC4R beta-arrestin complementation, luminescence; percent of melanotan II response, DMSO zero; activation, % at 8.9 µM; 360,000 compounds, 0.98% hits; AID 540308;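 active means activation above a per-plate cutoff, the mean activation of sample wells on that plate plus 3 SD, cut at about 8% in these data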
# N-glyco inh: N-linked glycosylation inhibition | reporter increase, % at 12.5 µM | D54 ERlucT glycosylation luciferase reporter, 24 h; percent of 100 nM tunicamycin response | AID 588692 | 360,000 compounds, 0.23% hits;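 active means mean luciferase reporter signal, scaled so untreated is 0 and the glycosylation-blocking control 100, at or above a set limit in every replicate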;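 further: luciferase carries N-glycosylation sites so blocking glycosylation raises the light; 0% = median of neutral control wells and 100% = median of 100 nM tunicamycin wells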
# aDG glyco act: alpha-DG glycosylation activation | Pro5-aDG cells, alpha-DG glycosylation AlphaScreen (IIH6); 0% Pro5, 100% B10-LARGE cell signal | activation, % at 10 µM | 360,000 compounds, 0.22% hits | AID 624168;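 active means activation of at least 8% versus controls, or a plate z-score of at least 8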;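 further: Pro5 are CHO cells carrying HIG-tagged alpha-DG that lacks glycosylation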
# Vif inh: inhibitors of HIV Vif. 340,000 compounds, 0.35% hits. HEK293T cells, Vif self-association by quenched fluorescence, imaging, 24 h. inhibition, % at 7.49 µM. AID 602346; in the data active means inhibition above about 50%, passing the limit was not always enough; further: some results filed as inactive read as strong as hits
# ABCB6 inh 2: human ABCB6 transporter inhibition | Q9NP58 | K562-ABCB6 porphyrin accumulation, flow cytometry, 1 h; hits give low values | fluorescence ratio to DMSO, % at 10 µM | 360,000 compounds, 0.19% hits | AID 602162;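 active means fluorescence ratio to DMSO below 75%, the collection mean minus 3 SD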;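 further: signal is porphyrin accumulated inside mitochondria; 100% equals median channel fluorescence of DMSO control wells; lower ratio means ABCB6 inhibition with less porphyrin fluorescence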
# Granule exo inh: lytic granule exocytosis inhibition. TALL-104 LAMP-1 surface exposure, flow cytometry; cells stimulated with thapsigargin and PMA. inhibition, % at 10 µM. 360,000 compounds, 0.66% hits;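 active means inhibition above about 55%, limit read from the data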
# TLR9-MyD88 inh: blocks human TLR9 binding to MyD88 | inhibition, % at 4.98 µM | AID 504734 | CHO BLA complementation TLR9-MyD88, CCF4 FRET ratio | 340,000 compounds, 0.21% hits;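 active means inhibition above the mean over all tested compounds plus 3 SD, cut at about 21% in these data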;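 further: 0% = DMSO only wells and 100% = clavulanate BLA inhibitor control wells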
# NOD2 RIPK2 PPI: inhibitors of human NOD2-RIPK2 interaction; CHO BLA complementation NOD2-RIPK2, CCF4 ratio; AID 624267; inhibition, % at 4.98 µM; O43353; 360,000 compounds, 0.38% hits; in the data active means inhibition above about 21%;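 further: 0% = vehicle only and 100% = reference blocker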
# MC4R antag cAMP: human MC4R antagonism in cAMP assay | P32245 | MC4R-expressing cells, MTII-stimulated cAMP, LANCE TR-FRET | inhibition, % at 6.5 µM | 360,000 compounds, 0.48% hits | AID 540295;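 active means inhibition above its plate's cutoff, the mean of tested wells on that plate plus 3 SD, cut at about 29% in these data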;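 further: 0% = Melanotan II alone and 100% = Melanotan II plus saturating MCL0020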
#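 system = U2OS cells with stable human MC4R expression | also added = Melanotan II challenge after compound preincubation | dosing = one concentration, 6.5 µM nominal | incubation = compound 30 min, challenge 1 h, detection 1 h | measured by = TR-FRET with Eu-cAMP and labeled anti-cAMP, 671 nm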
# Starred values were filed as active, the others as inactive; nt = no result given.
SMILES,ABHD5-PLIN5 inh,MC4R barr agon,N-glyco inh,aDG glyco act,Vif inh,ABCB6 inh 2,Granule exo inh,TLR9-MyD88 inh,NOD2 RIPK2 PPI,MC4R antag cAMP
O=C(CS(=O)(=O)Cc1ccccc1)N1CCc2ccccc2C1,1,0.8,0,-0.4,-5,99,4,-1,-12,8
CC1=NN(c2ccc(C)cc2C)C(=O)C1C(c1ccccc1)C1C(=O)N(c2ccc(C)cc2C)N=C1C (stereo unspecified),-41,-1.5,0,0.1,8,119,-2,-3,-6,-2
FC(F)(F)c1cc(-c2cccs2)nc(-n2cc(Cl)cn2)n1,-2,2.5,0,0.1,-3,96,-1,9,-6,-3
CCOC(=O)C(Oc1ccc2c(-c3ccc(OC)cc3)cc(=O)oc2c1C)c1ccccc1 (stereo unspecified),-3,0.0,-11,0.5,4,100,2,-15,-5,0
Cc1noc(C)c1NC(=O)Nc1cccc2c1O[C@H](CN(C)C(=O)Nc1ccccc1)[C@@H](C)CN([C@H](C)CO)C2=O,-4,0.7,1,0.6,0,102,-3,-10,0,9
CC(C)n1cnc2cc(NCc3ccccn3)ccc21,-1,0.2,-1,-0.1,6,99,-2,0,1,1
CCNc1ccc(S(=O)(=O)N(C)C)cc1NCC(=O)Nc1ccccc1F,-3,-0.1,-1,-0.3,nt,102,5,-9,2,7
CCOC(=O)c1c(/N=C/c2cccc([N+](=O)[O-])c2O)sc2c1CCC2,-5,-2.7,0,-0.2,-2,95,1,-2,4,-3
Brc1ccccc1Cn1c(-c2cncs2)nc2ccccc21,0,2.9,-1,0.3,nt,101,-2,4,-2,6
CC(=O)NCCc1ccc(S(=O)(=O)N2CCCC2)cc1,-1,-0.7,3,0.0,-27,100,0,3,3,19
Cc1cc(OCc2cc(C(=O)NC(C)c3c(C)nn(C)c3C)no2)cc(C)c1Cl (stereo unspecified),4,-0.9,-3,0.8,-2,96,30,1,8,-4
CCNc1nc(NC(C)(C)C)nc(SCC(N)=O)n1,7,-0.1,0,-0.1,-1,102,2,2,5,7
CCOC(=O)CC1(NC(=O)c2cc(COc3cncc(Cl)c3)on2)CCCCC1,4,0.1,-3,0.9,-6,92,2,-2,-3,5
Fc1ccc(-[n+]2nc(Nc3ccccc3)sc2-c2cccc(Cl)c2Cl)cc1,-15,4.4,-1,-0.1,nt,96,-3,0,5,3
CC(c1cccs1)N(C(=O)Nc1ccccc1)C1CCCCC1 (stereo unspecified),2,1.8,0,0.0,9,96,3,-8,7,16
Cc1cccc(NC(=O)Cn2cnc3ccc(S(=O)(=O)N4CCC(C)CC4)cc3c2=O)n1,1,0.1,1,0.2,-8,102,-1,7,-3,15
Cc1c(-c2ccc(OCCN3CCCCC3)cc2)c(=O)oc2ccc3ccccc3c12,2,-0.8,0,0.0,0,81,-7,5,0,2
CCOc1cc(N2CCOCC2)c(OCC)cc1NC(=O)C1=COCCO1,5,-1.9,3,0.1,-7,94,-1,-2,-15,1
O=C(OC(C(=O)NCC1CCCO1)c1ccc(F)cc1)c1ccco1 (stereo unspecified),0,-0.9,5,0.0,2,102,4,-8,1,10
CCOC(=O)C1=C(CNCCOc2ccc(OC)cc2)NC(=O)NC1c1ccc2c(c1)OCO2 (stereo unspecified),3,-0.3,0,0.1,-5,90,-2,-2,-15,5

# Compound profiles, as listed above. Screens in order: ABHD5-PLIN5 inh | MC4R barr agon | N-glyco inh | aDG glyco act | Vif inh | ABCB6 inh 2 | Granule exo inh | TLR9-MyD88 inh | NOD2 RIPK2 PPI | MC4R antag cAMP
# CC(c1cccs1)N(C(=O)Nc1ccccc1)C1CCCCC1 (stereo unspecified) in the list: 2 | 1.8 | 0 | 0.0 | 9 | 96 | 3 | -8 | 7 | 16
# CCOC(=O)C1=C(CNCCOc2ccc(OC)cc2)NC(=O)NC1c1ccc2c(c1)OCO2 (stereo unspecified) in the list: 3 | -0.3 | 0 | 0.1 | -5 | 90 | -2 | -2 | -15 | 5

# Going on with the list.
SMILES,ABHD5-PLIN5 inh,MC4R barr agon,N-glyco inh,aDG glyco act,Vif inh,ABCB6 inh 2,Granule exo inh,TLR9-MyD88 inh,NOD2 RIPK2 PPI,MC4R antag cAMP
Cc1cc(C)cc(-n2c(C)cc(/C=N/NC(=O)c3cccc([N+](=O)[O-])c3C)c2C)c1,-3,-1.4,-1,2.1,0,110,2,-3,-3,-6
CC(=O)Oc1ccc(C(=O)Nc2cccc(C(=O)NC(C)(C)C)c2)cc1,1,0.2,1,0.2,2,91,3,0,-4,5
N/C(=N\c1nc2ccccc2o1)NC(=O)c1ccccc1,-6,14*,4,-0.1,-6,103,-1,-3,0,15
CCOc1ccc(S(=O)(=O)N2CCOCC2)cc1NC(=O)CN1C(=O)NC(C)(c2ccc(C)cc2)C1=O (stereo unspecified),-5,-1.9,-1,-0.1,nt,98,-1,-3,2,11
COc1cccc(C2=NCCc3cc4c(cc32)OCO4)c1OC,0,2.2,0,0.1,-6,92,-2,11,0,7
Cc1cc(Cl)ccc1OCCCC(=O)NCc1ccccn1,-2,1.5,3,0.4,-1,89,-6,4,3,3
Cc1nc2ccccc2c2ncccc12,-10,-1.6,1,-0.1,2,97,1,-4,17,-9
CCCc1ccc(NC(=O)C2CCCN(c3cnccn3)C2)cc1 (stereo unspecified),3,-4.0,-3,0.1,-2,99,1,2,-1,-4
COc1ccc(NC(=O)COC(=O)/C=C/c2ccc(OC)c(S(=O)(=O)N3CCOCC3)c2)cc1,-3,2.5,2,-0.3,-5,97,3,-16,-1,0
O=C(CCCN=C1NS(=O)(=O)c2ccccc21)OCC(=O)c1ccc(F)cc1,1,-3.2,-2,0.3,8,98,-2,-2,2,-1
CC(C)(C)OC(=O)NCC(=O)Oc1cc2oc(=O)cc(-c3ccccc3)c2cc1Cl,-11,0.1,-4,0.3,-5,99,0,47*,36*,6
CC1SC(=NC(=O)c2ccncc2)NC1=O (stereo unspecified),-11,0.9,1,-0.1,7,102,1,-8,-15,17
Cc1cccc(-c2nc(Nc3ccc(O)cc3)c3ccccc3n2)c1,9,1.1,-2,-0.1,18,122,1,0,-6,-12
CC(C)c1ccc(C2OCC(C)([N+](=O)[O-])CO2)cc1 (stereo unspecified),-3,-2.6,1,0.0,37,96,2,-10,-15,3
CN(C)/C=N/c1sc2c(c1C#N)CCCCC2,-2,-1.0,-2,-0.3,3,103,-3,3,-6,-8
CCOC(=O)C(C)Sc1nc2c(c(=O)[nH]c(=O)n2C)n1Cc1ccc(Cl)cc1 (stereo unspecified),4,0.3,6,-0.1,26,93,0,17,-1,-53
CCn1c(CC(=O)Nc2ccc(Cl)cc2)nnc1SCC(=O)N1CCOCC1,0,-1.7,3,0.3,-1,105,0,13,-3,-1
CC(C)Oc1cc(F)ccc1-c1cc(C(=O)Nc2cccc(C(F)(F)F)c2)[nH]n1,-19,3.1,2,1.1,7,96,-6,nt,8,13
c1cc2c3c(cccc3c1)NC1(CCCC1)N2,6,-1.7,5,0.0,-6,110,1,-15,-5,1
COc1ccc(CC(=O)NCc2ccccc2Cl)cc1S(=O)(=O)N1CCOCC1,2,-1.4,1,-0.2,8,99,0,-2,5,1
CCOP(=O)(O)c1ccccc1OCCOc1ccccc1P(=O)(O)OCC,0,-1.0,5,0.1,3,98,0,-16,0,12
Cc1sc2nc3n(c(=O)c2c1C)CCCS3,0,1.8,1,0.0,nt,99,-1,-7,13,7
COc1cc(CC(=O)NC2CCCc3ccccc32)cc(OC)c1OC (stereo unspecified),-5,0.9,0,0.2,-10,98,60*,6,92*,9
CC(C)(C)NC(=O)C(c1ccc(O)cc1)N(C(=O)CCC(=O)Nc1nccs1)c1ccccc1F (stereo unspecified),0,2.2,0,0.5,-2,97,2,0,4,22
O=C(CN1c2cccc3cccc(c23)S1(=O)=O)Nc1c(F)c(F)c(F)c(F)c1F,2,0.5,3,-0.2,-2,95,-3,-1,3,1
Cc1cc(C)c(OCC(=O)Nc2cccc(NC(=O)c3ccco3)c2)c(Br)c1,1,-1.1,-1,1.3,-8,100,0,2,-13,-2
CC1=CC2=NC(=O)CC(C)(C(=O)N(CC(=O)NC3CCCC3)c3cc(C)cc(C)c3)N2C=C1 (stereo unspecified),-2,-4.4,2,0.3,5,99,6,6,-11,5
CCC(=O)Nc1ccc(S(=O)(=O)NCCc2ccccc2)cc1,6,1.3,-1,0.2,-3,100,4,5,3,15

# Entries listed so far containing fluorine, in the order listed:
SMILES,ABHD5-PLIN5 inh,MC4R barr agon,N-glyco inh,aDG glyco act,Vif inh,ABCB6 inh 2,Granule exo inh,TLR9-MyD88 inh,NOD2 RIPK2 PPI,MC4R antag cAMP
FC(F)(F)c1cc(-c2cccs2)nc(-n2cc(Cl)cn2)n1,-2,2.5,0,0.1,-3,96,-1,9,-6,-3
CCNc1ccc(S(=O)(=O)N(C)C)cc1NCC(=O)Nc1ccccc1F,-3,-0.1,-1,-0.3,nt,102,5,-9,2,7
Fc1ccc(-[n+]2nc(Nc3ccccc3)sc2-c2cccc(Cl)c2Cl)cc1,-15,4.4,-1,-0.1,nt,96,-3,0,5,3
O=C(OC(C(=O)NCC1CCCO1)c1ccc(F)cc1)c1ccco1 (stereo unspecified),0,-0.9,5,0.0,2,102,4,-8,1,10
O=C(CCCN=C1NS(=O)(=O)c2ccccc21)OCC(=O)c1ccc(F)cc1,1,-3.2,-2,0.3,8,98,-2,-2,2,-1
CC(C)Oc1cc(F)ccc1-c1cc(C(=O)Nc2cccc(C(F)(F)F)c2)[nH]n1,-19,3.1,2,1.1,7,96,-6,nt,8,13
CC(C)(C)NC(=O)C(c1ccc(O)cc1)N(C(=O)CCC(=O)Nc1nccs1)c1ccccc1F (stereo unspecified),0,2.2,0,0.5,-2,97,2,0,4,22
O=C(CN1c2cccc3cccc(c23)S1(=O)=O)Nc1c(F)c(F)c(F)c(F)c1F,2,0.5,3,-0.2,-2,95,-3,-1,3,1

# Compound activity deposited in PubChem BioAssay by several laboratories.

# These rows are one share of the data; count on the stated rates, not on these rows.
